Assay outcomes (PubChem)
bIAP act – increases bovine intestinal alkaline phosphatase activity; purified bovine IAP, CDP-star luminescence, 30 min; stronger effect = higher value; fold of DMSO-control signal, blank-subtracted; activation factor at 20 µM; 200,000 compounds, 0.17% hits; AID 1016;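 active means activation factor of 2 or more at 20 µM, a signal rise over negative controls twice the positive control's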
TLR4 MyD88 comp – blocks binding of human TLR4 to MyD88; HeLa CL3-4 TLR4/MyD88 BLA complementation, FRET ratio; 200,000 compounds, 0.18% hits; inhibition, % at 8.4 µM; O00206+Q99836; in the data active means inhibition above about 25%;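 further: 0% = vehicle and 100% = reference inhibitor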
Target sequence (O00206 whole entry, looked up): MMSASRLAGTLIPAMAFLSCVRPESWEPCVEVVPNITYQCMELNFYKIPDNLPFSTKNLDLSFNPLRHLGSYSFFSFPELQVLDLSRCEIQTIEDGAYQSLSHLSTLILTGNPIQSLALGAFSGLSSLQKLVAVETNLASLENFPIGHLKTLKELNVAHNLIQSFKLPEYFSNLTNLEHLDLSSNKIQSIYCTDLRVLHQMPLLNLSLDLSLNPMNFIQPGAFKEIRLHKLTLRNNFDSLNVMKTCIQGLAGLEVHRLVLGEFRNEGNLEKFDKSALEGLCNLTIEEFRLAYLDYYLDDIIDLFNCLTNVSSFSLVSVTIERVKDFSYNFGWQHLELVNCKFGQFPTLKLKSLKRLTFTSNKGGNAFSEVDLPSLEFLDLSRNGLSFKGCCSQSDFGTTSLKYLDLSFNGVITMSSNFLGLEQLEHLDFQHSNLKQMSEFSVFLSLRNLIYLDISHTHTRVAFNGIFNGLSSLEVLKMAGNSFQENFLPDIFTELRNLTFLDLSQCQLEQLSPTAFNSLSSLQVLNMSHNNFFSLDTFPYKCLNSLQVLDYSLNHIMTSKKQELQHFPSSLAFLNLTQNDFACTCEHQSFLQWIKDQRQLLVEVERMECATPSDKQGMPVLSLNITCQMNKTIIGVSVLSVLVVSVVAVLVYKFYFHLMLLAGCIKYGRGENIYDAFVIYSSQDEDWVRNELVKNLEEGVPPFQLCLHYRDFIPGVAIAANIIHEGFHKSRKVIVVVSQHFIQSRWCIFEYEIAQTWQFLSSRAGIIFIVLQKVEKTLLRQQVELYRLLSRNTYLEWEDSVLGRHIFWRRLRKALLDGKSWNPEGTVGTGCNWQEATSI
Target sequence (Q99836 whole entry, looked up): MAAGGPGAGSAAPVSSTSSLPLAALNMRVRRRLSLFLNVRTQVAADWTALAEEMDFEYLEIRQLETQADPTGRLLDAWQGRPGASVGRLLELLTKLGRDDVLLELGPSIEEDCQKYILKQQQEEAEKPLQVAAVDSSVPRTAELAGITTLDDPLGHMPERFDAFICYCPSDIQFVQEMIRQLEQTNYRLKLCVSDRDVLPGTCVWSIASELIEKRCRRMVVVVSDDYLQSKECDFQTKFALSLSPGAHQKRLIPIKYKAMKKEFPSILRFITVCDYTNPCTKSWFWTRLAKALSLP
PPARg SRC-3 ag – PPARgamma-driven SRC-3 recruitment agonism; biochemical PPARgamma/SRC-3 coactivator recruitment assay; 200,000 compounds, 0.26% hits; activation, % at 8 µM; AID 731; in the data active means activation above about 23%;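 further: 0% = DMSO and 100% = reference agonist; some compounds past the cut are filed as inactive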
ROMK primary – human ROMK K+ channel modulation, primary screen; Tet-inducible ROMK, thallium flux fluorescence; actives lie on both sides; B-score at 10 µM; 130,000 compounds, 2% hits; AID 1918;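 active means signal ratio slope over the read window, or its plate-corrected B-score, at least 3 SD from the plate mean, either direction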;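 further: B-score of the F/F0 ratio slope over 7 to 12 s after thallium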
PPARg SRC-2 ag – promotes SRC-2 coactivator recruitment by human PPARgamma; PPARgamma LBD-SRC-2 recruitment, biochemical; activation, % at 8 µM; 200,000 compounds, 0.34% hits; AID 1032; in the data active means activation above about 22%;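 further: 0% = vehicle and 100% = reference agonist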
PPARg SRC-1 ag – agonists of human PPARgamma SRC-1 coactivator recruitment. PPARgamma-SRC-1 coactivator recruitment biochemical assay. activation, % at 8 µM. 200,000 compounds, 0.41% hits. AID 631; in the data active means activation above about 19%;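 further: 0% = DMSO and 100% = reference agonist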
L major viab – Leishmania major promastigote growth inhibition. Leishmania major promastigotes, resazurin fluorescence viability. inhibition, % at 10 µM. 200,000 compounds, 9% hits; in the data active means inhibition above about 50%;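 further: promastigotes grown with compound for 44 hours at 28 °C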
bIAP inhibitor – intestinal alkaline phosphatase (bovine) inhibition; purified bovine IAP, CDP-star luminescence, 30 min; inhibition, % at 20 µM; 190,000 tested, under 10 active; AID 1019;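 active means over 50% inhibition of intestinal alkaline phosphatase at 20 µM in the single-dose screen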
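test system = bovine IAP enzyme | medium = DEA buffer 100 mM, pH 9.8, with MgCl2 1.0 mM, ZnCl2 0.02 mM | detection = luminescence | dosing = single compound dose of 20 µM, 2% DMSO final | incubation = 30 min reaction at room temperature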
Redox H2O2 prof – compounds producing H2O2 with reducing agent – biochemical, NIH compound library profiling, artefact control for MLSCN library redox annotation, primary screen; AID 878; activation, % at 10 µM; 200,000 compounds, 0.03% hits; DTT-dependent redox cycling H2O2, phenol red/HRP absorbance; 100% = 100 µM peroxide control, 0% = buffer;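 active means activation of at least 50% relative to the plate's high and low controls in the primary single-dose screen; inactive means activation below 50%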;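 further: compound incubated with DTT at 0.8 mM final as the reducing agent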
S1P3 antagonist – antagonists of human S1P3 receptor; CHO S1P3 NFAT-BLA reporter, FRET fluorescence, antagonist mode; inhibition, % at 4.98 µM; 170,000 compounds, 0.27% hits;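 active means inhibition above the plate cutoff, the mean inhibition of test wells on that plate plus 3 SD, cut at about 28% in these data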;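 further: cells challenged with S1P at its EC80 of 0.8 µM; blue over green emission ratio from cleaved BLA substrate after 4 h stimulation; 0% = S1P-stimulated wells and 100% = unstimulated DMSO-only wells; some compounds past the cut are filed as inactive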
TR-FRET SRC-2 ct – counter-screen for PPARgamma SRC-2 recruitment agonists: TR-FRET artefact; 200,000 compounds, 0.4% hits; stronger effect = higher value; TR-FRET ratio at 8 µM; in the data active means TR-FRET ratio above about 2000; further: inactives centre near 1500
An asterisk follows results filed as active; . = no result given.

| Structure | Redox H2O2 prof | TR-FRET SRC-2 ct | PPARg SRC-1 ag | L major viab | bIAP inhibitor | PPARg SRC-3 ag | TLR4 MyD88 comp | ROMK primary | PPARg SRC-2 ag | bIAP act | S1P3 antagonist |
| --- | --- | --- | --- | --- | --- | --- | --- | --- | --- | --- | --- |
| Cc1cnnn1-c1cccc([N+](=O)[O-])c1 | -1.0 | 1470 | 8 | -2 | -5 | 1 | -18 | . | 0 | 1 | -1 |
| CCOC(=O)Cc1csc(NC(=O)C2C3C=CC(C3)C2C(=O)O)n1 (stereo not drawn) | 1.8 | 1412 | 1 | -3 | -6 | 6 | -1 | . | -8 | 1.1 | -31 |
| COc1ccc(N/C=C/C(=O)c2ccc(Oc3ncccn3)cc2)cc1 | 4.0 | 1570 | -3 | -2 | 6 | 4 | 12 | . | 6 | 0.9 | . |
| O=C(NC1CCCCC1)c1cccc(Cn2cc(Cl)cn2)c1 | 0.2 | 1349 | 0 | -3 | 16 | -8 | 16 | -1 | 1 | 0.8 | . |
| CCC(C)NC(=O)CSc1nc2ccccc2c(=O)n1Cc1ccc(OC)cc1 (stereo not drawn) | 0.1 | 1511 | 1 | 55* | 0 | 3 | 3 | . | 1 | 1 | . |
| CCOc1ccc(-c2nc(CSCC(=O)NCc3ccco3)c(C)o2)cc1 | -2.5 | 1459 | 1 | -1 | -16 | -3 | -13 | . | 2 | 1.2 | 7 |
| COc1ccc(C2/C(=C(/O)c3ccccc3)C(=O)C(=O)N2CO)cc1 (stereo not drawn) | 1.8 | 1545 | 9 | -10 | 9 | -3 | -8 | . | 9 | 0.9 | 6 |
| CC(C)(C)OC(=O)N/N=C/c1ccc(C(=O)O)cc1 | 0.4 | 1482 | -10 | -3 | 27 | 2 | 8 | . | 7 | 0.7 | 4 |
| O=C(Nc1cccc(F)c1)NC1(C(=O)N2CCN3CCCC3C2)CCCCC1 (stereo not drawn) | -1.3 | 1714 | -4 | 2 | 4 | 12 | 6 | 0.59 | 1 | 1 | . |
| COc1ccc2c(c1)C(C)=CC(C)(C)N2C(=O)Nc1ccccc1 | 0.2 | 1292 | -2 | 41 | 1 | 8 | 4 | . | -6 | 1 | . |
| COc1cccc(-n2ccnc2SCC(=O)N2CCc3ccccc32)c1 | 2.9 | 1524 | 4 | -5 | 1 | -11 | -2 | . | 8 | 1 | 9 |
| NC(=O)COc1cccc2cccnc12 | 0.2 | 1420 | -1 | 4 | 0 | 0 | 11 | 1 | -2 | 1 | . |
| Cc1ccccc1OCCSCc1nc2ccccc2[nH]1 | -0.2 | 1540 | -3 | 12 | 10 | 0 | -11 | 0.19 | -9 | 0.9 | -11 |
| O=C(Oc1ccc(-c2nnco2)cc1)N1CCCCC1 | 2.4 | 1663 | 2 | -3 | 7 | 3 | -5 | . | 13 | 0.9 | 8 |
| O=C(N=Nc1c(O)[nH]c2ccccc12)c1cccc(S(=O)(=O)N2CCCCC2)c1 | 0.0 | 1610 | 2 | 61* | 21 | 1 | -9 | 0.27 | 2 | 0.8 | -12 |
| Cc1ccccc1-c1nn(-c2ccc(F)cc2F)cc1CNCC(C)O (stereo not drawn) | -0.2 | 1624 | -2 | -3 | 6 | 7 | 7 | -0.89 | 5 | 0.9 | 13 |
| COc1ccccc1NC(=O)CCNC(=O)Cn1ccc2ccccc2c1=O | -1.8 | 1412 | 9 | -3 | 6 | 5 | 0 | . | -4 | 0.9 | . |
| O=C(NCc1ccccc1)c1cccc(F)c1F | -0.3 | 1446 | 4 | -2 | 11 | -1 | 9 | -1.2 | 2 | 0.9 | 1 |
| O=c1cc(CSc2ccccn2)c2ccccc2[nH]1 | 17 | 1564 | 1 | -1 | 7 | 0 | -6 | -0.053 | 14 | 0.9 | 22 |
| CCCS(=O)(=O)N1CCC(C(=O)NCCC(C)C)CC1 | 0.1 | 1459 | -4 | -2 | -13 | -2 | 5 | -0.46 | -3 | 1.1 | -2 |
| COc1cc([N+](=O)[O-])ccc1N=Nc1c(N)[nH]n(-c2ccccc2)c1=O | 2.6 | 1656 | 4 | -7 | 30 | 4 | -8 | 0.48 | 4 | 0.7 | -9 |
| COC1(C)CC2C(CC1OC(=O)c1cc([N+](=O)[O-])cc([N+](=O)[O-])c1)C2(C)C (stereo not drawn) | -0.2 | 1426 | 4 | 100* | -6 | 2 | 12 | -0.23 | 2 | 1.1 | 6 |
| FC(F)(F)c1cnc(Oc2ccccc2-c2nnco2)c(Cl)c1 | 0.0 | 1592 | 2 | -7 | -20 | 7 | -7 | -1.2 | 2 | 1.2 | . |
| Cc1cc(N(CN2CCCC2=O)C(=O)c2ccccc2)no1 | -0.7 | 1542 | 3 | -2 | 3 | 3 | -5 | . | 13 | 1 | -2 |
| CCC/C(O)=C1\C(=O)CC(c2ccccc2)CC1=NC(C)C(=O)O (stereo not drawn) | 0.0 | 1314 | 5 | 35 | 0 | 2 | -2 | . | -6 | 1 | -3 |
| CCCCC(=O)Nc1cc(OCC)c(NC(=S)NC)cc1OCC | -1.0 | 1565 | -12 | 14 | 6 | -2 | 15 | 0.63 | 0 | 0.9 | -7 |
| COc1cc(/C=C2/NC(=O)N(CC(=O)Nc3ccc(C)cc3)C2=O)ccc1Oc1ccc([N+](=O)[O-])cn1 | -0.2 | 1412 | -1 | 4 | -6 | 1 | 5 | 0.16 | -7 | 1.1 | -10 |
| Cc1ccc(NC(=S)NCC2CCN(C(C)c3ccccc3)C2)cc1 (stereo not drawn) | 2.0 | 1504 | -1 | 78* | 0 | -2 | -17 | -1.9 | -9 | 1 | 10 |
| CCCn1c(SCC(=O)Nc2nc3ccccc3s2)nc2c1c(=O)n(C)c(=O)n2C | 0.0 | 1406 | -3 | 3 | 3 | -6 | -3 | 0.29 | -1 | 1 | . |
| COc1ccc2cc(CCNC(=O)C3CC3)c(=O)[nH]c2c1 | 1.8 | 1656 | 6 | 6 | -8 | 6 | 5 | . | 9 | 1.1 | 1 |
| Cc1ccc(NC(=O)COC(=O)c2sccc2C)cc1S(=O)(=O)N1CCOCC1 | 0.0 | 1465 | 3 | 5 | -23 | 6 | -19 | . | 3 | 1.2 | 3 |
| COc1ccc(-c2cc(C(F)(F)F)nc(-n3ccnc3)n2)cc1 | -0.2 | 1545 | 4 | 16 | 6 | 3 | 14 | 0.062 | 4 | 0.9 | -16 |
| O=C(CSc1nnc(NCc2ccccc2)s1)N1CCOCC1 | -0.5 | 1414 | 1 | -6 | -5 | 2 | 4 | -0.24 | 5 | 1 | -14 |
| CCN(C(=O)COC(=O)c1cc(-c2ccccc2)nc2ccc(Br)cc12)C1CCS(=O)(=O)C1 (stereo not drawn) | -2.6 | 1887 | 16 | 0 | 0 | 10 | 9 | 1.3 | 4 | 1 | 4 |
| COc1ccc(NC(=O)c2cccnc2Sc2ccccc2)c(OC)c1 | -0.4 | 1440 | -2 | 3 | 0 | -4 | -19 | 0.018 | -3 | 1 | -5 |
| COc1ccc(C(c2nnnn2Cc2ccc(F)cc2)N2CCN(c3ccc(OC)cc3)CC2)cc1 (stereo not drawn) | 1.4 | 1504 | 4 | 94* | -10 | -8 | -3 | -0.077 | -6 | 1.1 | 4 |
| O=C(COC(=O)c1ccc(O)cc1)Nc1ccc(N2CCCCC2)cc1 | -0.4 | 1736 | 9 | 1 | 4 | -1 | 8 | 0.61 | 16 | 1 | . |
| CCOc1ccc(N/C=C\C(=O)c2ccc3c(c2)OCO3)cc1 | 2.6 | 1406 | -2 | -1 | . | -5 | 4 | . | 1 | . | . |
| Cn1c(SCc2cccc(C(F)(F)F)c2)nnc1-c1ccco1 | 2.2 | 1551 | -2 | 8 | -2 | -7 | 11 | -1.2 | -3 | 1 | 1 |
| COc1ccc(Cn2c3ccc(OC)cc3c3nc4ccccc4nc32)cc1 | 0.7 | 1603 | -1 | 0 | 13 | -2 | 1 | . | 2 | 0.9 | -5 |
| CN1CCN(C(=O)CN(CCc2ccccc2)S(C)(=O)=O)CC1 | 0.2 | 1520 | -6 | -7 | 4 | 4 | -4 | 0.48 | 1 | 1 | . |
| O=C(Nc1ccc(Cl)c(Cl)c1)N(Cc1cccnc1)Cc1ccco1 | -3.2 | 1780 | 11 | 100* | 12 | -7 | -2 | -1.7 | 7 | 0.9 | 6 |
| CC(C)CN(C(=O)CSc1nnc2ccccn12)c1c(N)n(CC(C)C)c(=O)[nH]c1=O | 0.3 | 1425 | 6 | 21 | -5 | -1 | 15 | 1 | -2 | 1 | . |
| COc1ccc(NC(=O)C2CCCN(S(=O)(=O)c3cccc4cccnc34)C2)c(OC)c1 (stereo not drawn) | -0.8 | 1554 | -3 | 3 | 0 | -5 | 6 | . | -4 | 1 | -6 |
| CC1CCCN(CCC(=O)c2ccc(Br)cc2)C1 (stereo not drawn) | 0.3 | 1757 | 10 | 96* | 14 | 12 | -6 | . | 14 | 0.9 | -15 |
| Cc1cccc2cc(-c3nc4c(C)cccn4c3NCc3ccco3)c(=O)[nH]c12 | -0.1 | 1498 | 4 | 23 | 10 | 6 | -14 | -0.69 | 7 | 0.9 | . |
| CSc1ccccc1NC(=O)CN(c1cccc(C)c1)S(C)(=O)=O | -2.2 | 1731 | 8 | -3 | -4 | 4 | 9 | . | 7 | 1 | -10 |
| Cc1ccc(C(CC(=O)NCc2ccco2)c2ccccc2)c(O)c1 (stereo not drawn) | 0.1 | 1450 | -4 | 2 | 16 | 1 | 10 | -0.19 | -3 | 0.8 | . |
| O=c1[nH]ncc(N/N=C/c2ccccc2)c1Cl | 0.2 | 1419 | 2 | -8 | 18 | -3 | 9 | 1.2 | -3 | 0.8 | . |
| C=CCOc1cc(OC)c(OC)c(OC)c1 | 0.3 | 1745 | 7 | -6 | -12 | 0 | 2 | -0.46 | 0 | 1.1 | 1 |
| COc1ccc(Cc2noc(CN3CCN(c4ccc(Cl)cn4)CC3)n2)cc1OC | -1.7 | 1747 | -2 | 4 | -12 | 3 | 1 | -1.9 | 10 | 1.1 | 2 |
| CCCn1c(-c2cccs2)nc2c1c(=O)[nH]c(=O)n2Cc1ccccc1 | -1.3 | 1554 | 8 | 5 | -8 | 3 | 0 | 0.19 | -2 | 1.1 | 3 |
| Cc1cc2c(c(=O)n1Cc1ccco1)C(c1cccnc1)C(C#N)=C(N)O2 (stereo not drawn) | -0.8 | 1479 | 3 | -2 | 3 | -1 | -8 | . | -5 | 1 | -17 |
| CCC(OC(=O)c1ccco1)C(=O)NCc1ccco1 (stereo not drawn) | -0.5 | 1438 | 5 | -4 | -3 | -3 | -3 | . | 11 | 1 | -41 |

For reference, part of the list above:
| Structure | Redox H2O2 prof | TR-FRET SRC-2 ct | PPARg SRC-1 ag | L major viab | bIAP inhibitor | PPARg SRC-3 ag | TLR4 MyD88 comp | ROMK primary | PPARg SRC-2 ag | bIAP act | S1P3 antagonist |
| --- | --- | --- | --- | --- | --- | --- | --- | --- | --- | --- | --- |
| C=CCOc1cc(OC)c(OC)c(OC)c1 | 0.3 | 1745 | 7 | -6 | -12 | 0 | 2 | -0.46 | 0 | 1.1 | 1 |
| COc1ccc(Cc2noc(CN3CCN(c4ccc(Cl)cn4)CC3)n2)cc1OC | -1.7 | 1747 | -2 | 4 | -12 | 3 | 1 | -1.9 | 10 | 1.1 | 2 |
| CCCn1c(-c2cccs2)nc2c1c(=O)[nH]c(=O)n2Cc1ccccc1 | -1.3 | 1554 | 8 | 5 | -8 | 3 | 0 | 0.19 | -2 | 1.1 | 3 |
